Assay outcomes: PubChem, Johns Hopkins Ion Channel Center
CHT PAM: allosterically activates the human high affinity choline transporter. CHT-expressing cells, membrane potential dye, choline EC20; stronger effect = higher value; LV-AA mutant CHT in HEK293 cells. B-score at 10 µM. Q9GZV3. 310,000 tested, 0.49% active;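 active = initial fluorescence not abnormally high and integrated response B-score, plate-corrected, over 3 SD above library mean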
Target sequence (Q9GZV3 whole entry, looked up): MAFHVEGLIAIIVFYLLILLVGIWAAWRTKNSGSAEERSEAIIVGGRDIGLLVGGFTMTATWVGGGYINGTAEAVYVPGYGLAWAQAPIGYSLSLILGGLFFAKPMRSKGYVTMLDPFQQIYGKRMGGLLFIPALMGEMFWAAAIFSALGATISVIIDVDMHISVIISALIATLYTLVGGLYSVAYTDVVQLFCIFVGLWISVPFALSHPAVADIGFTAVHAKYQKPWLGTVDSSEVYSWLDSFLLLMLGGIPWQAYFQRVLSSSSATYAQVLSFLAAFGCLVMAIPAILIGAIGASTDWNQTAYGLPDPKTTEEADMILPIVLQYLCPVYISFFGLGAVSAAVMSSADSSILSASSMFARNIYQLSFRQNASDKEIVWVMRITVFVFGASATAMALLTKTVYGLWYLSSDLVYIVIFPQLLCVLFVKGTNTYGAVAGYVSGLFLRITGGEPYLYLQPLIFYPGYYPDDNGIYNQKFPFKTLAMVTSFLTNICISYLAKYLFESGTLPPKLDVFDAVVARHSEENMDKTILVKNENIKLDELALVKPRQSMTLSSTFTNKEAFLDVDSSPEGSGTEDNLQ
CHT block: human CHT choline transport inhibition | B-score at 10 µM | CHT-expressing cells, membrane potential dye, choline response; stronger effect = lower value | AID 488975 | Q9GZV3 | 310,000 tested, 0.86% active;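 active = B-score over 3 SD under the library average, and starting fluorescence ratio not unusually high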;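 also: choline stimulus applied at its EC90 after an EC20 pre-addition; B-score computed on integrated fluorescence ratio after choline addition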
* = called active by the depositor; i = inactive. Rows are unselected (roughly 1.4% active in at least one column).

SMILES,CHT PAM,CHT block
Cc1ccc(-n2ncc3c2CCCC3NC(=O)CCN2CCCC2=O)cc1C (stereo not given),i,i
O=C(COC(=O)C1Cc2ccccc2CN1C(=O)c1ccccc1)Nc1ccc(SC(F)F)cc1 (stereo not given),i,i
O=C(Nc1ccccc1Cl)NC1(C(=O)NCCCN2CCOCC2)CCCCC1,i,i
Cc1ccc(-c2nnc(N(C)C(=O)c3cccnc3)s2)cc1,i,i
Cc1nc(-c2ccc(F)cc2)c(CC(=O)Nc2cc(S(=O)(=O)N3CCCCC3)ccc2C)s1,i,i
O=C1CCCN1c1cccc(Br)c1,i,i
CC(C)n1c(=S)[nH]c2ccccc2c1=O,i,i
Cc1oc(-c2ccc(Cl)cc2)cc1C(=O)O,i,i
COCCCn1c(C)nc2c(c1=O)c1nc3ccccc3nc1n2CCc1ccccc1,i,i
O=C(Nc1cccc2ccccc12)N1CC=CCC1,i,i
COC(=O)c1ccc(NC(=O)Nc2cccc(F)c2)cc1,i,i
O=C(NNc1ccccn1)C(=O)NNS(=O)(=O)c1ccc(F)cc1,i,i
COc1ccccc1/C=N/N1C(=O)C(CC(=O)Nc2ccc([N+](=O)[O-])cc2OC)SC1=Nc1cccc(C)c1C (stereo not given),i,i
Cc1ccc(-c2nn(-c3ccccc3)cc2/C=C(\C#N)c2cccc(C#N)c2)o1,i,i
CCOC(=O)COc1cc(-n2c(=S)[nH]c3ccccc3c2=O)c(Cl)cc1Cl,i,i
c1ccc(CNc2nc(-c3cccs3)nc3ccccc23)nc1,i,i
CC(=O)c1cccc(OCC(O)CNCCOc2ccc(C)cc2)c1 (stereo not given),i,i
CCNCC(=O)N1c2ccccc2CCc2ccc(NC(C)=O)cc21,i,i
Nn1c(SCC(=O)Nc2nnc(-c3ccccc3)o2)nnc1C1CC1,i,i
CSC1=C(C#N)C(c2ccccc2C)C(C#N)=C(N)N1 (stereo not given),i,i
CCOC(=O)Cc1csc(NC(=O)COc2cc(C)cc(C)c2)n1,i,i
O=C(C1CCCO1)N1CCN(Cc2c(O)ccc3ccccc23)CC1 (stereo not given),i,i
COc1ccc(NC(=O)CSc2ccc3c(c2)OCCO3)cc1OC,i,i
COc1ccc(-c2noc(CCC(=O)Nc3nc4ccccc4s3)n2)cc1,i,i
Cn1c(N)c(C(=O)CSc2nc3ccccc3[nH]2)c(=O)n(C)c1=O,i,i
O=C(Cc1ccc(F)cc1)Nc1ccc(F)c([N+](=O)[O-])c1,i,i
Cc1[nH]c(=O)[nH]c(=O)c1S(=O)(=O)N1CCC(C(=O)N2CCN(Cc3ccccc3)CC2)CC1,i,i
COc1cc([N+](=O)[O-])cc(/C=N\NC(=O)C2COc3ccccc3O2)c1O (stereo not given),i,i
CCOC(=O)c1cnn(Cc2ccccc2)c1N,i,i
COc1ccc2cc(C(=O)N3CCN(c4ccc(F)cc4)CC3)[nH]c2c1,i,i
Cc1cc(C)c(CN2CCCC(CNC(=O)c3ccc(F)cc3)C2)c(-n2cccn2)c1 (stereo not given),i,i
COc1ccc(OCc2cc(C(=O)NCCN3CCCC(O)C3)no2)c(Cl)c1 (stereo not given),i,i
Cc1c(C)n(Cc2ccccc2)c2ccc(C(=O)NCCCN3CCOCC3)cc12,i,i
COc1ccc2c(c1)[nH]c1c(=O)n(CCCN3CCOCC3)cnc12,i,i
Cc1cc(C)cc(C(=O)NCCCc2ccccc2)c1,i,i
CC(C)NC(=O)[C@@H]1CSC2c3ccccc3C(=O)N21 (stereo not given in full),i,i
Cc1ccccc1-n1c(=O)cc(N2CCCCCC2)[nH]c1=O,i,i
O=C(Cn1c(=O)oc2cc(S(=O)(=O)N3CCCC3)ccc21)N1CCN(c2ccccc2)CC1,i,i
COc1ccc(C2Nc3ccccc3C(=O)N2c2ccc(C)cc2)cc1Cn1nc(C)c([N+](=O)[O-])c1C (stereo not given),i,i
CCCc1nc(SCC(=O)NNC(=O)c2ccc(OC)cc2)c2ccccc2n1,i,i
O=C(OCCN1C(=O)CCC1=O)c1ccc(S(=O)(=O)N2CCCCC2)cc1,i,i
COC(=O)C1=CN(CCCN2CCCC2=O)C=C(C(=O)OC)C1c1ccccc1C(F)(F)F,i,i
O=C(CN1CCOCC1)Nc1ccc(N2CCN(c3ccccc3)CC2)c(F)c1,i,i
Cc1ccccc1-n1c(SCC(=O)N2CCOCC2)nc(O)cc1=O,i,i
COc1ccc(C(C)=O)cc1COC(=O)CNC(=O)c1ccc(Cl)cc1,i,i
CN(Cc1ccccc1)S(=O)(=O)c1nnc(NC(=O)c2ccccc2)s1,i,i
Cn1ccnc1Sc1nc(Nc2cccc(Cl)c2)nc(N2CCOCC2)n1,i,i
COc1ccc(OC)c(-n2c(O)cnc2Nc2nc(C)cc(C)n2)c1,i,i
COc1ccccc1NC(=O)CSc1nnc(-c2ccco2)o1,i,i
COC(=O)c1c(NC(=O)CSc2nnc(C)c(=O)[nH]2)sc(C)c1C,i,i

Arranged by number of heavy atoms (low to high): three of the compounds above.
SMILES,CHT PAM,CHT block
COc1ccc2c(c1)[nH]c1c(=O)n(CCCN3CCOCC3)cnc12,i,i
CN(Cc1ccccc1)S(=O)(=O)c1nnc(NC(=O)c2ccccc2)s1,i,i
Cn1ccnc1Sc1nc(Nc2cccc(Cl)c2)nc(N2CCOCC2)n1,i,i

The listing continues.
SMILES,CHT PAM,CHT block
COc1ccccc1N1CCN(C(=O)c2cc(-c3ccco3)on2)CC1,i,i
Cc1nn(-c2ccccc2)c(Cl)c1/C=N/NC(=O)c1ccnn1C,i,i
O=C(CCc1nc2ccccc2c(=O)[nH]1)N1CCN(C/C=C/c2ccccc2)CC1,i,i
COc1ccc(S(=O)(=O)Nc2c(C)n(C)n(-c3ccccc3)c2=O)c(Cl)c1Cl,i,i
CCOc1ccc(C(=O)Nc2ccc(S(=O)(=O)NCC3CCCO3)cc2)cc1OCC (stereo not given),i,i
Cc1cccc(Oc2c(C=O)c3ccccc3n2C)c1,i,i
COC(=O)c1ccc(CN2CCCC(CO)(Cc3ccc(F)cc3F)C2)cc1 (stereo not given),i,i
COCCN(C(=O)c1cc(-c2ccncc2)nc2ccccc12)c1c(N)n(CC(C)C)c(=O)[nH]c1=O,i,i
COc1ccc(CCC(C)NC(=O)Cc2ccc(OC)c(OC)c2)c(OC)c1 (stereo not given),i,i
CSc1nc2c(c(=O)[nH]1)C(c1cccc(Cl)c1)CC(=O)N2 (stereo not given),i,i
CS(=O)(=O)N(CC(=O)Nc1ccc(S(=O)(=O)N2CCOCC2)cc1)c1ccccc1Cl,i,i
CCOc1ccccc1NC(=S)NC(=O)CCCOc1ccc(Cl)cc1Cl,i,i
O=C(CCNC(=O)c1ccc(Cl)cc1)Nc1ccc(S(=O)(=O)N2CCCCC2)cc1,i,i
Nc1n[nH]c(-c2ccccc2[N+](=O)[O-])n1,i,i
COc1ccccc1NC(=O)CCc1nc(-c2ccccc2F)no1,i,i
Cc1nc2ccc(S(=O)(=O)NC(C(=O)N3CCn4c3nc3ccccc34)C(C)C)cc2s1 (stereo not given),i,i
Cc1ccc(NC(=O)c2ccccc2-c2cc(C)no2)cc1,i,i
O=C(O)COCC(=O)Nc1ccc2c(c1)oc1ccccc12,i,i
Cc1cc(C)n(C2CCCCC2OC(=O)c2ccccc2F)n1 (stereo not given),i,i
CCc1nnc(NC(=O)CSc2nc3cc(OC)c(OC)cc3cc2C)s1,i,i
CN(C)C(=O)/C(=C/c1ccc(-c2cccc([N+](=O)[O-])c2)o1)NC(=O)c1ccccc1,i,i
Cc1cc(CN(C)C(=O)c2cc(COc3ccc(F)cc3Cl)on2)n[nH]1,i,-6*
O=C(Nc1ccc2c(c1)OCO2)O[C@@H]1C[C@H]2CCCC(=O)N3CC[C@@H](C1)[C@@H]23,i,i
COc1ccc(-c2csc(Nc3ccc(S(=O)(=O)Nc4cc(C)on4)cc3)n2)cc1C,i,i
CCN1C(=O)C(O)(CC(=O)c2ccccn2)c2ccccc21 (stereo not given),i,i

Some of the entries so far, as labelled records.
CSc1nc2c(c(=O)[nH]1)C(c1cccc(Cl)c1)CC(=O)N2 (stereo not given)
  CHT PAM = i	CHT block = i
CS(=O)(=O)N(CC(=O)Nc1ccc(S(=O)(=O)N2CCOCC2)cc1)c1ccccc1Cl
  CHT PAM = i	CHT block = i
CCOc1ccccc1NC(=S)NC(=O)CCCOc1ccc(Cl)cc1Cl
  CHT PAM = i	CHT block = i
O=C(CCNC(=O)c1ccc(Cl)cc1)Nc1ccc(S(=O)(=O)N2CCCCC2)cc1
  CHT PAM = i	CHT block = i

Other results follow.
SMILES,CHT PAM,CHT block
COc1ccccc1Cn1nc(C(=O)O)c2ccccc2c1=O,i,i
CC(=O)Nc1ccc2nc(SCC(=O)O)sc2c1,i,i
Cc1cccc(Cn2c(SCCN3CCCCC3)nc3c2c(=O)[nH]c(=O)n3C)c1,9*,i
Cc1c(C(=O)NC(c2ccccn2)C(F)(F)F)oc2c(F)cccc12 (stereo not given),i,i
COc1ccc(-n2c(CN3CCN(C)CC3)nc3ccc([N+](=O)[O-])cc3c2=O)c(OC)c1,i,i
O=C(CNC(=S)N(CCCN1CCOCC1)Cc1cccs1)NC1CCCC1,i,i
CCC(C)Cn1c(C(C)O)nc2ccccc21 (stereo not given),i,i
O=C(CCCCN1CCCCC1)c1ccccc1,i,i
Cc1nc(C(=O)Nc2ccc(Cl)cc2)nn1-c1ccc([N+](=O)[O-])cc1,i,i
CC1S/C(=N/N=C/c2ccco2)N(Cc2ccccc2)C1=O (stereo not given),i,i
CCOC(=O)c1c(NC(=O)C2C3CCC(O3)C2C(=O)O)sc(C)c1-c1ccc(C)cc1 (stereo not given),i,i
CCN(CC)C(=O)CN(c1cccc(OC)c1)S(=O)(=O)c1ccc(C)cc1,i,i
Cc1ccc2c(c1)c(N=Nc1ccc([N+](=O)[O-])cc1)c(O)n2C,i,i
CC(C)N(CCNCC(O)COc1ccc(C(C)(C)c2ccccc2)cc1)C(C)C (stereo not given),i,i
CCN(CC)S(=O)(=O)c1cccc(NC(=O)c2cc(-c3cccs3)nn2-c2ccccc2)c1,i,i
O=C(Nc1ccccc1N1CCCC1)c1cccnc1Cl,i,i
COc1ccc(Cl)cc1NC(=O)c1ocnc1C,i,i
COc1cccc(NC(=O)CN(C)C(=O)c2ccc3c(c2)S(=O)(=O)N=C2CCCCCN23)c1,i,i
Cc1ccc(Cl)cc1N1CCN(C(=O)Cc2c(C(=O)O)[nH]c3ccccc23)CC1,i,i
CCOc1ccccc1N(CC)C(=O)Cn1ncc2c(=O)oc3ccccc3c21,i,i
OCCNc1nc(-c2ccccc2)nc2c1oc1ccccc12,i,i
Cc1ccc(Cn2cccc2C2=NC(C)CO2)cc1 (stereo not given),i,i
O=C(CSCc1ccc(F)cc1)Nc1ccccc1C(=O)N1CCOCC1,i,i
CCOC(=O)C1CN(S(=O)(=O)c2cccc(C(F)(F)F)c2)c2cc(CC(=O)OC)ccc2O1 (stereo not given),i,i
CCCCN(CC(=O)NCCOC)C(=O)Cn1nnc2ccccc21,i,i
C=CCn1c(C)c(C(C)=O)c(N2CCN(c3ccccc3)CC2)nc1=S,i,i
NC(=O)c1cc([N+](=O)[O-])ccc1NCc1ccccn1,i,i
Cn1c(NC(=O)c2cccc(C(F)(F)F)c2)cc(=O)n(C)c1=O,i,i
CCOC(=O)C1=C(N)OC2=C(C(=O)CC(C)(C)C2)C1c1cccs1 (stereo not given),i,i
Cc1cc([N+](=O)[O-])nn1CC(=O)N(C)C1CCCCC1,i,i
CCOc1ccc(CCNC(=O)COC(=O)c2ccc(F)c(S(=O)(=O)N3CCOCC3)c2)cc1OCC,i,i
Nc1cc(=O)[nH]c(SCC(=O)Nc2nnc(-c3ccccc3)s2)n1,i,i
COc1cccc(/C=C2\SC(=S)N(CCC(=O)NNC(=O)c3ccccc3OC)C2=O)c1,i,i
CC(=O)Nc1sc2c(c1CN1CCN(c3ccccn3)CC1)CCCC2,i,i
O=C(/C=C/c1ccco1)N1CCN(C/C=C/c2ccccc2)CC1,i,i
COc1cc(C(=O)NCc2cc3ccccc3n2C)cc(OC)c1OC,i,i
Cc1nn(C)cc1C(C(=O)NC1CCCCC1)N(C(=O)Cc1cccs1)c1ccc(C(C)C)cc1 (stereo not given),i,i
Cc1ccc(C)c(Cn2c(C(=O)OC(C)C)cc3c2ccn3C)c1,i,i
Nc1ncn(C23CC4CC(CC(C4)C2)C3)n1,i,i
CC(=O)CCS(=O)(=O)c1ccc(Oc2ccc(S(=O)(=O)CCC(C)=O)cc2)cc1,i,i
CCOC(=O)c1c(NC(=O)C2C3C=CC(CC3)C2C(=O)O)sc(C)c1C (stereo not given),i,i
Cc1ccc(N(CC(=O)Nc2ccccc2-c2ccccc2)S(=O)(=O)c2ccccc2)cc1,i,i
CCOc1ccc(NC(=O)CN(C)C(=O)CSC(C)C(=O)Nc2cc(C)on2)cc1OCC (stereo not given),i,i
CCOC(=O)C(Sc1cc(C)nc(N)n1)C(C)=O (stereo not given),i,i
Cc1nn(CCCC(=O)NC2CCC(C)CC2)c(=O)c2nn(-c3ccccc3)c(C)c12 (stereo not given),i,i
Cn1c(CNc2nc3ccccc3n2CCN2CCCCC2)nc2ccccc21,i,i
